hIAP activ – human IAP activation. 330,000 compounds, 0.16% hits. P09923. purified human IAP, CDP-Star luminescence, 30 min; hits give high values; 1 = vehicle-only enzyme, 0 = enzyme-free background. activation factor at 10 µM. AID 2524;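 active means activation factor of the enzyme at least 2-fold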; further: the source names both 10 and 20 µM as test concentration; values of inactives mirror those of a sister screen read the other way
Target sequence (P09923 whole entry, looked up): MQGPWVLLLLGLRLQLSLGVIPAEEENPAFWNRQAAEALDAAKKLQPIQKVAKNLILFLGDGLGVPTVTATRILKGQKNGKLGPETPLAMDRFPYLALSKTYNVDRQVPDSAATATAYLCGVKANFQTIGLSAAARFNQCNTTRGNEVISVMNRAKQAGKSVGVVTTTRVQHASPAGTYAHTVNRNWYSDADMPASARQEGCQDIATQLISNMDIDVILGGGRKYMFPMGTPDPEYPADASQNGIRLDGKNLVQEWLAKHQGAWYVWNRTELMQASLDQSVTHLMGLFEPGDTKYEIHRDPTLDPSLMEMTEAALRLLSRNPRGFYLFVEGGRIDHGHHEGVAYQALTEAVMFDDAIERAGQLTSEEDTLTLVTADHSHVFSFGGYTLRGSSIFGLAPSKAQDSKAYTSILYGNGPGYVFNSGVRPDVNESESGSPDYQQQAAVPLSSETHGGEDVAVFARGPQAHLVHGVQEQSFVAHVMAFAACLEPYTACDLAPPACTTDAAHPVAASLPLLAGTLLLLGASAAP
MPTP block – permeability transition pore inhibition | 360,000 compounds, 1.4% hits | inhibition, % at 10 µM | isolated mouse mitochondria, Ca2+ swelling absorbance, 30 min | AID 602449;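 active means inhibition of 50% or more, scaled per plate between neutral and stimulator controls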;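 further: 0% = DMSO wells given calcium and 100% = 1 mM EGTA wells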
PfG6PD inh – PfG6PD (Plasmodium falciparum) enzyme inhibition; PfGluPho enzyme, NADPH resazurin-diaphorase fluorescence; inhibition, % at 20 µM; 350,000 compounds, 0.78% hits; AID 504690;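 active means inhibition reaching at least a set limit at 20 µM in the primary screen, cut at about 59% in these data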;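 further: 0% = DMSO wells with substrate and 100% = DMSO wells lacking glucose-6-phosphate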
SENP8 inh – inhibitors of human SENP8 protease; Q96LD8; recombinant SENP8, Nedd8 substrate fluorescence; inhibition, % at 20 µM; 360,000 compounds, 0.64% hits; AID 602440; in the data active means inhibition mostly above about 40%, no sharp cut-off; inactive means mostly below about 27%
Target sequence (Q96LD8 whole entry, looked up): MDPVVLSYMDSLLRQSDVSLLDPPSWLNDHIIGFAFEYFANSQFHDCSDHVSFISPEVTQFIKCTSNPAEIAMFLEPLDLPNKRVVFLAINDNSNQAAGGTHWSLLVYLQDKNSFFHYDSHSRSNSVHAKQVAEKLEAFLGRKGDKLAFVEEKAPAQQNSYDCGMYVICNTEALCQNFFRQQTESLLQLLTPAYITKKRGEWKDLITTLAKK
NR3A LBD binder – modulators (binders) of human NR3A ligand-binding domain. NR3A LBD differential scanning fluorimetry, Tm shift; 0% = protein alone, 100% = glycine-bound protein. Tm shift relative to glycine control, % at 25 µM. 340,000 compounds, 2.5% hits. AID 1259313;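 active means melting temperature shift of at least 10% of the positive control shift, at one fixed dose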
ATG4B inhibitor – blocks human ATG4B protease cleavage of LC3 substrate. Q9Y4P1. ATG4B cleavage of LC3-PLA2, NBD-HPC fluorescence, 1 h. inhibition, % at 8.33 µM. 340,000 compounds, 0.51% hits. AID 504462; in the data active means inhibition above about 40%
SENP6 block – inhibitors of human SENP6 protease; 330,000 compounds, 1.8% hits; Q9GZR1; Recombinant SENP6 catalytic domain, aminoluciferin luminescence; inhibition, % at 10 µM;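 active means inhibition above about 50% at the single tested dose, limit read from the data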;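 further: plate controls were DMSO wells with enzyme for no effect and DMSO wells lacking enzyme for full effect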
SENP1 FRET inh – inhibitors of human SENP1 SUMO protease catalytic domain; Q9P0U3; recombinant SENP1 catalytic domain, CyPet-SUMO1-YPet FRET cleavage; inhibition, % at 10 µM; 360,000 compounds, 0.21% hits; AID 624204;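 active means inhibition at least 30% at 10 µM, raw YFP signal under a set limit, fluorescence ratio 0.5 to 1.5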;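 further: 0% = enzyme with DMSO and 100% = no enzyme wells; some results filed as inactive read as strong as hits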
Target sequence (Q9P0U3 419-644 limits assumed): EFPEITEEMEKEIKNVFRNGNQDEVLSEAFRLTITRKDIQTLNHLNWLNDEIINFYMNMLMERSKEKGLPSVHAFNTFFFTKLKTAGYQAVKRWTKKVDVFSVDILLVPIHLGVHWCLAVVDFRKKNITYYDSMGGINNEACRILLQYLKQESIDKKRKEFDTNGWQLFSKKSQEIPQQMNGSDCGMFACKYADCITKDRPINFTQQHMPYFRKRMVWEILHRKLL
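Compound: 10 µM single point, 0.5% DMSO; Test system: hSENP1 catalytic domain, recombinant; Timing: 50 min reaction at room temperature; Technique: FRET, CFP and YFP emission; Control set: no-enzyme wells low, DMSO-plus-enzyme wells high control.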
Starred values were filed as active, the others as inactive; · = not tested or not shown.

smiles,SENP6 block,hIAP activ,ATG4B inhibitor,PfG6PD inh,SENP8 inh,NR3A LBD binder,SENP1 FRET inh,MPTP block
Cc1ccc(-n2c(=O)c3c(C)c(C)sc3n(Cc3cc(=O)n4ccccc4n3)c2=O)cc1C,-24,1.1,14,52,-165,-7,-1,0.4
Oc1ccccc1CN1CCN(C(c2ccccc2)c2ccccc2)CC1,1,1.1,5,-5,3,-1,1,2.8
Cc1nc(SCc2ccc(F)cc2)n[nH]1,-9,1.1,1,11,8,0,-1,0.7
Cc1nnc(SCC(=O)Nc2ccc(S(=O)(=O)N3CCCC3)cc2)n1N,-30,1.1,-11,13,9,1,1,0.0
CCOC(=O)C1CCCN(S(=O)(=O)CCNC(=O)c2ccc(F)cc2)C1 (configuration not stated),0,0.87,-14,7,2,1,-1,-3.7
CS(=O)(=O)Nc1ccc(C(=O)Nc2ccccc2Sc2ccccc2)cc1,2,0.97,-14,-32,-106,-16,1,10
COc1cccc(CN2CC(C(=O)NCCc3ccc(C)s3)CCC2=O)c1 (configuration not stated),-13,1.1,2,-6,8,1,0,-0.3
COc1ccc(CC(=O)NNS(=O)(=O)c2ccc([N+](=O)[O-])cc2)cc1OC,-7,1.1,0,-4,14,3,3,0.1
Cn1c(=O)cc(OCCCC(=O)NCc2ccc3c(c2)OCO3)c2ccccc21,10,0.84,-11,4,10,-2,1,-1.1
CN(C(=O)c1ccc(NC(=O)Cc2cccc(NC(=O)C3CCCN(C(=O)C4CCC4)C3)c2)cc1)C1CCCC1 (configuration not stated),-4,1.2,5,-20,7,-3,0,-2.0
COc1cccc2cc(C(=O)NCc3ccccc3Br)c(=O)oc12,1,1.2,0,6,-28,2,1,0.1
COc1ccc(Cl)cc1NS(=O)(=O)c1c(C)[nH]c(C)c1C(=O)N1CCCCC1,11,0.92,-8,-13,13,1,-1,-0.9
CCCOc1ccc(C2Nc3cccc4cccc(c34)N2)cc1,5,0.93,8,23,7,-4,-52,2.2
Cc1cccc(C)c1NC(=O)C1CCCN1C(=O)NCc1ccccc1 (configuration not stated),-13,1.1,-5,-7,9,3,0,-0.7
Cc1cc(=O)c2cc(Br)ccc2n1CC(=O)NCc1ccccc1,-53,0.88,-17,9,33,0,-3,7.1
O=C(O)CC1C(=O)NCCN1Cc1cccs1 (configuration not stated),8,1.2,8,-21,12,0,3,0.8
CS(=O)(=O)c1ccc(NC(=O)CN2C(=O)C3CCCCC3C2=O)cc1 (configuration not stated),5,0.8,-8,-5,14,-1,0,-0.7
CC(C)CNC(=O)C1CC(=O)OC12CCCCC2 (configuration not stated),-10,1,8,-1,27,0,5,1.8
CC1CC(C)CN(C(=O)C(C)N2CCN(S(=O)(=O)c3ccc(C(F)(F)F)cc3)CC2)C1 (configuration not stated),·,·,3,8,6,2,3,1.1
CC(=O)Nc1ccc(C(=O)OCC(=O)N2CCC(Cc3ccccc3)CC2)cc1,1,0.89,-5,-8,8,-2,1,-2.9

7 compounds out of the list above, sorted by the number in SENP1 FRET inh, falling.
SMILES | SENP1 FRET inh
CC(C)CNC(=O)C1CC(=O)OC12CCCCC2 (configuration not stated) | 5
O=C(O)CC1C(=O)NCCN1Cc1cccs1 (configuration not stated) | 3
COc1cccc2cc(C(=O)NCc3ccccc3Br)c(=O)oc12 | 1
CS(=O)(=O)c1ccc(NC(=O)CN2C(=O)C3CCCCC3C2=O)cc1 (configuration not stated) | 0
CCOC(=O)C1CCCN(S(=O)(=O)CCNC(=O)c2ccc(F)cc2)C1 (configuration not stated) | -1
Cc1cc(=O)c2cc(Br)ccc2n1CC(=O)NCc1ccccc1 | -3
CCCOc1ccc(C2Nc3cccc4cccc(c34)N2)cc1 | -52

A draw from above in order of molar mass, ascending:
smiles,SENP6 block,hIAP activ,ATG4B inhibitor,PfG6PD inh,SENP8 inh,NR3A LBD binder,SENP1 FRET inh,MPTP block
Cn1c(=O)cc(OCCCC(=O)NCc2ccc3c(c2)OCO3)c2ccccc21,10,0.84,-11,4,10,-2,1,-1.1
COc1ccc(CC(=O)NNS(=O)(=O)c2ccc([N+](=O)[O-])cc2)cc1OC,-7,1.1,0,-4,14,3,3,0.1
Cc1ccc(-n2c(=O)c3c(C)c(C)sc3n(Cc3cc(=O)n4ccccc4n3)c2=O)cc1C,-24,1.1,14,52,-165,-7,-1,0.4

Next part
smiles,SENP6 block,hIAP activ,ATG4B inhibitor,PfG6PD inh,SENP8 inh,NR3A LBD binder,SENP1 FRET inh,MPTP block
Cc1ccc(C(=O)c2coc3ccc(O)c(CN(C)C)c23)cc1,-6,1.2,-5,14,21,-1,2,3.0
COc1ccc(CNc2nc(SC)n[nH]2)cc1OC,-6,1.1,1,2,20,-3,0,-1.9
O=C(NC1=NN(c2ccccc2)CC1)Nc1ccccc1F,25,0.9,-1,9,-11,-6,1,1.7
CCOC(=O)CN1NC2(CCCCCCC2)NC1=S,2,0.89,0,66*,20,5,-1,1.7
C/C(CCc1ccccc1)=N\NC(=O)c1ccccc1,-12,0.83,0,-2,17,-4,2,1.1
CC(=O)Nc1ccc(NC(=O)CN(c2ccc(F)cc2)S(=O)(=O)c2ccc3c(c2)OCCO3)cc1,8,1.2,-4,-12,9,-7,0,-3.1
CC(=O)N1CCN(c2ccccc2NC(=O)COc2ccc(Br)cc2)CC1,4,0.97,-1,-8,8,-14,1,-1.0
CCOc1ccc(/C=C2\SC(N3CCCCC3)=NC2=O)cc1,-5,0.85,-9,8,-7,1,2,0.6
COC(=O)/C(=C\c1ccc([N+](=O)[O-])cc1)NC(=O)c1ccccc1,·,·,1,-9,9,0,-1,0.3
COc1c2ccoc2cc2oc(C)cc(=O)c12,7,1.1,-9,12,-85,-1,0,-2.5
CCCCOCCCN1CC(=O)N2[C@@H](Cc3c([nH]c4ccccc34)C2(C)C)C1=O,-15,0.95,-4,12,17,0,1,-0.6
CCOc1ccccc1Nc1nc(N)nc(CSc2nncn2C)n1,6,1,-5,-2,2,-1,-4,2.0
C[C@@H](NC(=O)C(=O)c1c[nH]c2ccccc12)c1ccccc1,-2,1,-31,10,9,0,3,-0.5
COc1ccc(OC)c(/C=C2\NC(=O)NC2=O)c1,3,0.97,-9,1,-274,2,-13,0.2
CCCNC(=O)CN1C(=O)NC(Cc2c[nH]c3ccccc23)C1=O (configuration not stated),-4,0.95,-7,11,16,0,1,-1.9
O=S(=O)(c1cccs1)n1nnc2ccccc21,-29,1.1,-3,-10,14,-3,1,0.4
Cc1ccc(-c2nc(NCCN3CCOCC3)c3ccccc3n2)cc1,8,0.93,-14,20,-27,-2,-2,0.9
CC(=O)c1ccc(NC(=O)Nc2ccncc2)cc1,-4,1.2,-8,1,4,6,1,2.5
Cc1ccccc1-n1c(SCC(=O)NCC2CCCO2)nc2c([nH]c3ccccc32)c1=O (configuration not stated),-6,0.98,-4,0,-28,-4,0,1.6
CCN(CC)C(=O)[C@H]1C[C@H](CC(=O)NC/C=C(\C)CCC=C(C)C)C(=O)N2CCc3c([nH]c4cc(CCC(=O)N(C)C)ccc34)[C@]12C,·,·,-3,-2,-6,-3,-3,1.6

In the list so far, six have an aryl thioether with sulfur outside any ring.
smiles,SENP6 block,hIAP activ,ATG4B inhibitor,PfG6PD inh,SENP8 inh,NR3A LBD binder,SENP1 FRET inh,MPTP block
Cc1nc(SCc2ccc(F)cc2)n[nH]1,-9,1.1,1,11,8,0,-1,0.7
Cc1nnc(SCC(=O)Nc2ccc(S(=O)(=O)N3CCCC3)cc2)n1N,-30,1.1,-11,13,9,1,1,0.0
CS(=O)(=O)Nc1ccc(C(=O)Nc2ccccc2Sc2ccccc2)cc1,2,0.97,-14,-32,-106,-16,1,10
COc1ccc(CNc2nc(SC)n[nH]2)cc1OC,-6,1.1,1,2,20,-3,0,-1.9
CCOc1ccccc1Nc1nc(N)nc(CSc2nncn2C)n1,6,1,-5,-2,2,-1,-4,2.0
Cc1ccccc1-n1c(SCC(=O)NCC2CCCO2)nc2c([nH]c3ccccc32)c1=O (configuration not stated),-6,0.98,-4,0,-28,-4,0,1.6

Carrying on:
smiles,SENP6 block,hIAP activ,ATG4B inhibitor,PfG6PD inh,SENP8 inh,NR3A LBD binder,SENP1 FRET inh,MPTP block
CC(C)(C)NC(=O)CN(C(=O)C(=O)Nc1ccc2c(c1)OCCO2)C1CCCC1,-22,0.89,-2,16,5,-1,2,-1.9
COc1ccc(CN2CCNC(=O)C2CC(=O)N(C)Cc2ccon2)c(OC)c1 (configuration not stated),-22,1.1,22,-14,-8,1,-1,-0.9
C[C@H](CO)N1C[C@H](C)[C@@H](CN(C)S(=O)(=O)c2ccccc2C#N)OCc2cnnn2CCCC1=O,·,·,·,-1,-6,·,0,-0.9
O=C(COC(=O)CCCNC(=O)c1ccc(Cl)cc1)Nc1cc(Cl)c(Cl)cc1Cl,13,0.97,-1,4,24,-3,2,-0.9
NS(=O)(=O)c1ccc(CNC(=O)Cn2nc(C(F)F)cc2C(F)F)cc1,-10,0.9,1,-9,2,-1,0,-0.9
COc1ccc(OC)c(-n2nnnc2SCC(=O)NCCc2ccccc2)c1,-39,0.96,-3,-12,2,-7,-1,0.1
CC(=O)NNC(=O)CSc1nnc(-c2ccccc2)c(-c2ccccc2)n1,-34,1.6,4,-6,15,0,0,0.8
COc1cccc(NC(=O)C2CCC(CNC(=O)[C@@H]3Cc4ccccc4CN3)CC2)c1 (some centres not stated),-3,1,10,-2,7,-1,-1,-0.3
O=C(CC1N=C2c3ccccc3N=C(SCc3ccc(Cl)cc3)N2C1=O)NCc1ccco1 (configuration not stated),·,·,-9,14,-319,-4,-11,0.2
CNC(=O)COC(=O)c1ccc(Cl)c(S(N)(=O)=O)c1,-6,0.95,4,7,12,-1,1,-0.9
COC(=O)C1CC(=O)N(c2ccc(C)cc2)C1 (configuration not stated),3,0.96,-13,-1,20,-3,-2,0.6
Cc1nc2ccccc2c(-c2ccccc2)c1C(=O)c1ccccc1,-19,0.98,80*,-23,14,-2,1,0.4
OCCC#Cc1ccc(CN2CCN(Cc3ccsc3)C(CCO)C2)cc1 (configuration not stated),-21,0.88,4,-3,3,0,0,0.2
COc1ccc(C(=O)Nc2c(N)nc(SCC(=O)N3CCC(C)CC3)[nH]c2=O)cc1OC,-14,0.95,-12,-30,6,2,0,-1.3
O=C(CSc1ncccn1)NC1CCCC1,·,·,·,-2,1,·,2,-3.1
O=C(/C=C/c1ccc[nH]1)c1ccc(F)cc1,-11,0.88,11,9,-133,-13,-25,7.4
O=C(Cn1cnc2c(nnn2Cc2ccc(F)cc2)c1=O)N1CCCCC1,2,1,5,-8,3,-1,0,0.0
CCCCN(C)C(=O)CNC(=O)c1nn(-c2ccc(OC)cc2OC)c(=O)c2ccccc12,-21,1,0,-6,-29,-2,2,-0.1
O=C(NCc1ccccc1CN1CCCC1)c1ccc(Cl)c(S(=O)(=O)N2CCCC2)c1,-16,1,2,-6,-4,0,-4,1.0
Cc1ccc2nc(-c3ccc(NS(C)(=O)=O)cc3)cc(-c3ccccc3)c2c1,-20,0.89,-1,-9,-307,7,7,2.4
CC1CCCCN1C(=O)/C=C/c1ccccc1[N+](=O)[O-] (configuration not stated),-13,1,7,-21,17,-2,0,1.9
CSc1ncccc1C(=O)Nc1ccc(S(=O)(=O)Nc2nccs2)cc1,13,1.1,1,-15,22,-3,-1,-1.2
COc1ccc(C)cc1Nc1nc(-c2ccccc2O)nc2ccccc12,-10,0.97,-9,8,22,2,2,2.4
Cc1ccccc1CSc1nnnn1-c1ccc(C(N)=O)cc1,-23,1,58*,-8,10,-2,0,0.6
S=C(NCCCN1CCOCC1)N1CCN(c2ccccc2)CC1,-19,1.3,-9,-7,2,-1,4,-0.2
COc1ccc(Cc2nnc(SC(C)C(=O)Nc3ccc(C(N)=O)cc3)o2)cc1 (configuration not stated),4,1.1,-2,0,6,0,0,-0.7

Assay outcomes (PubChem BioAssay)
